Screening results as filed in PubChem BioAssay.
RGS4-Gao reg: human RGS4-Galphao interaction regulation | binding response (% of control), % at 10 µM | hit rate 0.33% among 220,000 | Multiplexed bead flow cytometry, RGS4-Galphao binding; actives lie on both sides; in the data active means binding response below about 49% or above about 150%; inactive means in between;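 further: fluorescent Galphao activated with aluminum fluoride binding bead-coupled RGS4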
Target sequence (P09471 whole entry, looked up): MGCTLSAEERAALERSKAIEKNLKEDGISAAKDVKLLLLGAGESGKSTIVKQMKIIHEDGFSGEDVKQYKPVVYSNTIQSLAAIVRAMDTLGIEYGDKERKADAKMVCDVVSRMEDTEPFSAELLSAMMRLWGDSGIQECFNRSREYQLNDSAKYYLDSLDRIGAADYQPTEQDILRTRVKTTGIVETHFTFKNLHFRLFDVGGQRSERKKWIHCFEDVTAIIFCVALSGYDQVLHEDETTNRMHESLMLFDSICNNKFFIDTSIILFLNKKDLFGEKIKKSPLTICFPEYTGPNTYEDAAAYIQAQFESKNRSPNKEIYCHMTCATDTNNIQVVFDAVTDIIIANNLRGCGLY
GSH bead fluor: compound fluoresces at 488/530 nm on GSH beads; GSH beads flow cytometry, compound fluorescence 488/530 nm; active compounds read high; AID 1776; hit rate 0.25% among 190,000; fluorescence (KMESF) at 10 µM; in the data active means fluorescence above about 89;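 further: glutathione beads carrying GST-tagged Bcl family fusion proteins plus one bare bead set; values are compound well signal with DMSO vehicle wells as background; inactives centre near 16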
RGS8-Gao: human RGS8-Galphao interaction regulation. P09471. multiplexed bead flow cytometry, RGS8-Galphao binding; actives lie on both sides. response (percent of control binding), % at 10 µM. hit rate 0.34% among 220,000. AID 1423; in the data active means response below about 60% or above about 140%; inactive means in between;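 further: Galphao activated as the GDP aluminium fluoride complex binding bead-coupled RGS8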
Bim-Bcl-XL: disrupts Bim peptide binding to human Bcl-XL; hit rate 0.04% among 190,000; Q07817; inhibition, % at 10 µM; bead flow cytometry, fluorescence
ABCG2 inh: blocks JC-1 efflux by human ABCG2 transporter; IgMXP3 cells, flow cytometry; inhibition, % at 6.6 µM; hit rate 0.1% among 190,000; AID 1325;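 active means inhibition above 80%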;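 further: 0% = DMSO and 100% = nicardipine control wells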
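Assay system – ABCG2 IgMXP3 and barcoded ABCB1 CCRF-Adr cell mix · Input – 3 million cells/mL in well · Reagent – JC-1 fluorescent substrate · Compound – single test compound dose, 6.6 µM final · Timing – 10 min exposure at 25 °C with rotation, no wash · Detection – flow cytometry of retained JC-1 fluorescence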
Bcl-B Bim block: disrupts Bim peptide binding to human Bcl-B | Q9HD36 | bead-based flow cytometry | inhibition, % at 10 µM | hit rate 0.073% among 190,000;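 further: 0% = tracer peptide without compound and 100% = reference inhibitor peptide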
Target sequence (Q9HD36 whole entry, looked up): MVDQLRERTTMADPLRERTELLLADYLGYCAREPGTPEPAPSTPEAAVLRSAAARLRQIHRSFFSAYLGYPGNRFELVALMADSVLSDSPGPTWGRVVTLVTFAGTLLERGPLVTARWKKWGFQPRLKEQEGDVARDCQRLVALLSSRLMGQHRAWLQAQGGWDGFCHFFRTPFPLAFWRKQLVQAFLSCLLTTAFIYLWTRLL
ABCB1 block: blocks JC-1 efflux by human ABCB1 transporter; CCRF-Adr cells, flow cytometry; inhibition, % at 6.6 µM; hit rate 0.067% among 190,000; AID 1326; in the data active means inhibition above about 40%;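 further: 0% = vehicle and 100% = reference inhibitor; higher value means more JC-1 retained so stronger ABCB1 efflux block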
Bim-Bcl-W: human Bim-Bcl-W interaction inhibition | Q92843 | bead-based flow cytometry, Bim peptide-Bcl-W binding | inhibition, % at 10 µM | hit rate 0.02% among 190,000 | AID 952;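 further: 0% = bound tracer without compound and 100% = peptide blocker; higher means less fluorescent Bim peptide bound to Bcl-W beads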
Target sequence (Q92843 whole entry, looked up): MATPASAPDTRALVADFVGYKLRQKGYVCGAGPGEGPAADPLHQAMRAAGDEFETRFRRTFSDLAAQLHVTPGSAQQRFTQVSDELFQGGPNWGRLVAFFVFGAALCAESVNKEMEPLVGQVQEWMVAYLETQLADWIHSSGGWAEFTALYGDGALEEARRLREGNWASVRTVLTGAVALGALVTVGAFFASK
Bfl-1 Bim block: inhibitors of Bim-Bfl-1 interaction, human. Q16548. hit rate 0.12% among 190,000. Bead-based flow cytometry, Bim-Bfl-1 binding inhibition. inhibition, % at 10 µM. AID 1008;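 further: 0% = wells without compound plus tracer and 100% = blocker peptide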
Bim-Bcl-2: inhibitors of Bim-Bcl-2 interaction, human; hit rate 0.06% among 190,000; AID 950; inhibition, % at 10 µM; Bead-based flow cytometry, Bim peptide-Bcl-2 binding; P10415; in the data active means inhibition above about 40%; inconclusive means no clear call, values can overlap the other calls;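 further: 0% = no compound wells with probe peptide and 100% = reference peptide inhibitor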
Target sequence (P10415 whole entry, looked up): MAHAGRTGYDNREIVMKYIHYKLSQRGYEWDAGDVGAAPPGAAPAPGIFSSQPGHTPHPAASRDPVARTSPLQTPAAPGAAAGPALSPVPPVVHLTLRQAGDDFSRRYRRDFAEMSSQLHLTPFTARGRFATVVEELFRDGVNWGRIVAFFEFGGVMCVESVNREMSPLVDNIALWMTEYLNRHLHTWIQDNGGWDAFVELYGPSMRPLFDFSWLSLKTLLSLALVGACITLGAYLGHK
RGS7-Gao reg: modulates binding of RGS7 to human Galphao. hit rate 0.35% among 220,000. AID 1439. Multiplexed bead flow cytometry; actives lie on both sides. binding response (% of control), % at 10 µM; in the data active means binding response below about 49% or above about 150%; inconclusive means no clear call, values can overlap the other calls; inactive means in between;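 further: fluorescent Galphao held in activated GDP-AlF4 state binding bead-coupled RGS7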
The depositor's hits bear a star; ? = inconclusive. Unless noted, no stated cut-off is given here; in the data, active means inhibition above about 40%.

SMILES	RGS4-Gao reg	GSH bead fluor	RGS8-Gao	Bim-Bcl-XL	ABCG2 inh	Bcl-B Bim block	ABCB1 block	Bim-Bcl-W	Bfl-1 Bim block	Bim-Bcl-2	RGS7-Gao reg
Cc1[nH][nH]c(=O)c1C(c1ccc2c(c1)OCO2)c1c(C)[nH][nH]c1=O	101.1	23	102.5	-1.0	0.3	2.0	0.1	3.0	-3.0	-4.0	99.5
CSc1nnc(C)c(/C=C/NOCc2ccc(Cl)cc2)n1	98.1	15	99.6	-3.0	10.9	-2.0	0.2	-2.0	-4.0	-5.0	?
Cc1ccc2nc(N3C(=O)C(O)=C(C(=O)c4ccc(C)o4)C3c3cccc(O)c3)sc2c1 (stereo not drawn)	101.8	15	101.4	0.0	-1.9	-2.0	-0.9	-1.0	3.0	0.0	101.1
Cc1ccc(NC(=O)N2N=C(c3ccc(F)cc3)CC2c2ccc(F)cc2)cc1 (stereo not drawn)	103.0	6	103.5	2.0	0.7	2.0	-0.2	-1.0	1.0	1.0	103.3
C/C(CCc1ccccc1)=N/NC(=O)C(=O)NCc1ccccc1	86.2	14	93.9	-5.0	9.3	-1.0	0.0	-1.0	-4.0	-3.0	82.5
Cc1ccc(-c2nnc(SCC(=O)O)n2N)cc1	101.3	22	102.8	-2.0	0.4	0.0	0.1	-2.0	0.0	0.0	101.4
CNC(=O)CSc1n[nH]c(-c2cc(Cl)ccc2OC)n1	101.3	16	101.2	0.0	24.9	1.0	1.6	-1.0	3.0	-2.0	99.4
Cn1c(CSc2nnc(SCc3ccccc3)s2)nc2ccccc21	105.2	10	103.1	-10.0	3.8	-8.0	0.3	-2.0	-5.0	-10.0	104.8
COc1cc(C)c(S(=O)(=O)NCc2ccc3c(c2)OCO3)cc1C	90.5	23	91.6	-1.0	0.6	-6.0	0.3	1.0	-7.0	-7.0	94.6
CCOC(=O)C1=C(C)N(c2ccc(C)cc2)C(=O)/C1=C\c1cccs1	93.9	28	97.9	1.0	-4.6	0.0	-5.1	0.0	-5.0	1.0	94.1
CCOC(=O)c1csc(NC(=O)COc2ccc(Cl)cc2Cl)n1	101.7	11	103.3	-7.0	12.0	-4.0	0.0	-4.0	-2.0	-4.0	97.6
Cn1c(NC(=O)c2ccc(Cl)cc2)c(-c2ccccn2)c(=O)c2ccccc21	100.8	29	104.1	7.0	2.0	-5.0	0.6	0.0	-2.0	-3.0	98.2
CCOC(=O)c1cnc2c(cnn2C)c1NCCC(O)C(F)(F)F (stereo not drawn)	99.6	14	92.7	-3.0	9.6	2.0	1.4	0.0	1.0	0.0	98.0
CNC(=O)C1C2C=CC3(O2)C1C(=O)N(C1CC1)C3C(=O)NCc1ccc(OC)cc1 (stereo not drawn)	97.3	27	102.2	-4.0	0.0	-5.0	0.1	-2.0	-10.0	-4.0	106.6
O=C1CN(C(=O)CN2C(=O)NC3(CCCCC3)C2=O)c2ccccc2N1	99.7	11	101.7	0.0	1.8	-2.0	0.2	2.0	-3.0	0.0	92.6
O=C(CN1C(=O)c2ccccc2S1(=O)=O)NCc1ccccc1Cl	101.1	25	99.7	-1.0	-3.1	-6.0	-2.4	2.0	-12.0	-10.0	102.2
Cc1ccc(S(=O)(=O)N2CCN(C3CCC(c4ccccc4)CC3)CC2)cc1 (stereo not drawn)	103.3	12	102.1	-5.0	-6.8	-10.0	-5.3	-1.0	-10.0	-13.0	96.2
Cc1cccc(NC(=S)NC(C)(C)CC(C)(C)C)c1	100.1	13	99.8	-4.0	-0.7	0.0	-0.5	-3.0	-4.0	-2.0	?
CCOC(=O)C1C(=O)Oc2ccc3ccccc3c2C1C1CCOC1=O (stereo not drawn)	103.0	18	100.4	-5.0	-0.5	-3.0	-0.4	-1.0	-3.0	-3.0	101.7
CCCCCc1ccc(-c2ccc(C(=O)O)cc2)nc1	107.0	16	110.9	0.0	0.0	-3.0	-0.1	5.0	0.0	0.0	104.5
O=C(CCNC(=O)c1ccc(Cl)cc1)Nc1ccc(F)cc1F	102.3	13	103.5	-9.0	10.0	-9.0	0.3	-4.0	-12.0	-5.0	103.0
COC(=O)Cc1cc(=O)[nH]c(/N=C(\N)Nc2ccc(C)cc2)n1	100.5	37	100.1	-6.0	25.3	-8.0	0.3	3.0	-15.0	-8.0	100.3
CC(C)c1c(O)nc(SCc2ccccc2)[nH]c1=O	103.1	11	103.1	-1.0	0.1	-1.0	0.0	-2.0	0.0	0.0	99.0
COC(=O)c1ccc(NC(=O)c2ccccc2N(C)S(=O)(=O)c2ccccc2)cc1	91.4	40	97.3	-8.0	13.9	-3.0	0.6	2.0	-8.0	-1.0	94.2
Cc1cccc(NC(=O)C2CCN(S(=O)(=O)c3c(C)noc3/C=C/c3ccco3)CC2)n1	104.7	4	104.0	-4.0	8.4	-4.0	3.4	0.0	0.0	0.0	101.3

Retrieved by compound from the entries so far (three):
SMILES	RGS4-Gao reg	GSH bead fluor	RGS8-Gao	Bim-Bcl-XL	ABCG2 inh	Bcl-B Bim block	ABCB1 block	Bim-Bcl-W	Bfl-1 Bim block	Bim-Bcl-2	RGS7-Gao reg
CCOC(=O)C1C(=O)Oc2ccc3ccccc3c2C1C1CCOC1=O (stereo not drawn)	103.0	18	100.4	-5.0	-0.5	-3.0	-0.4	-1.0	-3.0	-3.0	101.7
Cc1cccc(NC(=O)C2CCN(S(=O)(=O)c3c(C)noc3/C=C/c3ccco3)CC2)n1	104.7	4	104.0	-4.0	8.4	-4.0	3.4	0.0	0.0	0.0	101.3
CNC(=O)C1C2C=CC3(O2)C1C(=O)N(C1CC1)C3C(=O)NCc1ccc(OC)cc1 (stereo not drawn)	97.3	27	102.2	-4.0	0.0	-5.0	0.1	-2.0	-10.0	-4.0	106.6

The list goes on:
SMILES	RGS4-Gao reg	GSH bead fluor	RGS8-Gao	Bim-Bcl-XL	ABCG2 inh	Bcl-B Bim block	ABCB1 block	Bim-Bcl-W	Bfl-1 Bim block	Bim-Bcl-2	RGS7-Gao reg
Cc1cccc(C(=O)NNS(=O)(=O)c2ccccc2[N+](=O)[O-])c1	95.3	14	96.1	-3.0	-0.3	-5.0	-0.5	-3.0	0.0	-1.0	99.8
Cc1cc(C)c(C#N)c(SCC(=O)C(C)(C)C)n1	99.0	8	98.3	0.0	1.2	3.0	0.2	-1.0	0.0	-2.0	101.3
Cc1ccccc1C(=O)NC(=S)Nc1ccccc1C(F)(F)F	91.0	14	97.1	-1.0	0.6	0.0	0.0	0.0	-1.0	0.0	100.0
CCN(CC)CCCCOc1ccccc1OC	105.6	12	103.8	-4.0	0.6	-10.0	0.2	-2.0	-14.0	-7.0	109.6
O=C1OC(NCc2cccnc2)(c2ccc(Cl)cc2)c2ccccc21 (stereo not drawn)	95.7	25	91.9	-3.0	2.1	0.0	1.5	-3.0	0.0	-1.0	90.6
CCOc1ccc(-c2nc(C#N)c(N3CCOCC3)o2)cc1	99.8	19	100.8	-4.0	-1.9	-7.0	-1.4	0.0	-12.0	-5.0	102.1
CC(C)(C)NC(=S)NCc1cccnc1	98.8	18	99.0	-2.0	7.2	1.0	1.5	-2.0	-1.0	-2.0	100.2
CC1CCCc2sc3nc(NCc4ccco4)n4ncnc4c3c21 (stereo not drawn)	99.6	30	98.2	-4.0	48.6	-11.0	1.1	0.0	-12.0	-4.0	98.6
CCc1nnc(NC(=O)c2ccc3nc(CC)c(CC)nc3c2)s1	100.2	12	96.3	-1.0	3.9	-4.0	0.8	0.0	-4.0	-1.0	?
Cc1ccc(Cl)cc1N1CCN(S(=O)(=O)c2ccc3c(c2)OCCO3)CC1	97.6	16	97.8	1.0	0.6	-1.0	0.2	-2.0	-3.0	-1.0	98.1
O=C(Nc1cccnc1)Nc1ccc(F)c(Cl)c1	97.2	40	95.0	-9.0	4.3	-10.0	0.7	1.0	-11.0	-9.0	98.0
Cc1cc(OCC(=O)Nc2ccc3oc(-c4ccncc4)nc3c2)ccc1Cl	102.2	23	101.8	-2.0	0.5	-4.0	0.1	-6.0	0.0	-2.0	100.9
Cc1ncc(CN2CCC(CO)(CCc3ccccc3)CC2)s1	104.3	9	103.0	-6.0	0.9	-4.0	1.1	-5.0	-5.0	-2.0	107.6
CCCC(=O)NC(Nc1ccccc1OC)C(Cl)(Cl)Cl (stereo not drawn)	91.5	14	95.6	-2.0	0.4	0.0	0.4	0.0	0.0	-4.0	95.1
C/C(N)=C(/C#N)C(=O)CSc1ncnc2ccccc12	97.6	31	101.1	-2.0	6.8	-12.0	0.6	0.0	-10.0	-10.0	100.8
CCC(C)NC(=O)CN(C1CCCCC1)S(C)(=O)=O (stereo not drawn)	99.8	15	96.8	-5.0	17.7	-8.0	0.3	-5.0	-9.0	-5.0	?
COc1ccc(-c2cnc(N)n2CC2CCCO2)cc1 (stereo not drawn)	87.1	24	96.6	-5.0	6.9	-2.0	1.1	0.0	-6.0	-4.0	88.2
Cn1cnc(S(=O)(=O)N2CCc3ccccc32)c1	95.7	43	98.2	4.0	0.0	-22.0	-0.6	4.0	-8.0	-7.0	96.9
Cc1cccc(C)c1OCCCCCNCCO	99.8	42	101.7	-18.0	0.8	-9.0	0.2	-2.0	-11.0	-7.0	97.2
O=C(NCc1cccnc1)c1cccnc1-c1nc2ccccc2s1	96.1	8	95.4	-3.0	2.2	-5.0	0.8	0.0	0.0	-7.0	95.7
O=C(N1CCOCC1)N1CCC(n2nnc3cc(F)ccc32)CC1	97.6	19	100.6	0.0	0.0	-2.0	0.0	2.0	0.0	2.0	99.6
CC1(C)CC(=O)C(C=NC2CCCCC2)=C(O)C1	99.3	39	97.7	-3.0	-3.7	-6.0	-2.1	0.0	-12.0	-6.0	99.4
Cc1c(Cl)c(=O)n2c(=O)c(Cl)c(C)n12	100.5	17	101.5	-2.0	-0.2	-6.0	-0.6	1.0	0.0	0.0	?
COCC(=O)Nc1ccc(S(=O)(=O)Nc2ncccn2)cc1	98.8	13	98.7	-1.0	0.8	-1.0	0.3	-3.0	-3.0	-3.0	97.7
Cc1cc(C)c(S(=O)(=O)N2CCC(C(=O)NCc3ccc(Cl)cc3Cl)CC2)c(C)c1	93.6	26	96.2	-4.0	23.9	-7.0	2.7	-3.0	-4.0	-3.0	92.3
SMILES	RGS4-Gao reg	GSH bead fluor	RGS8-Gao	Bim-Bcl-XL	ABCG2 inh	Bcl-B Bim block	ABCB1 block	Bim-Bcl-W	Bfl-1 Bim block	Bim-Bcl-2	RGS7-Gao reg
CC(Cc1cccs1)NC(=S)Nc1ccc(Cl)c(Cl)c1 (stereo not drawn)	110.2	5	126.6	-2.0	61.2	-6.0	0.8	-1.0	1.0	0.0	110.2
CCCCN(C)C(=O)c1cn(CC)c2nc(C)ccc2c1=O	102.5	22	100.8	-2.0	5.7	-4.0	0.3	0.0	-10.0	-7.0	101.1
O=C(NCc1n[nH]c(=S)n1-c1ccc(Cl)c(Cl)c1)c1cccs1	104.0	12	103.6	-2.0	-0.9	-21.0	-0.5	-1.0	0.0	-1.0	103.8
CCC1Cc2c(nc(N)c3c(N)nc(N4CCCCC4)c(C#N)c23)O1 (stereo not drawn)	97.9	13	98.8	-1.0	15.1	-3.0	14.6	-3.0	-7.0	-5.0	95.5
CCOC(=O)COc1cc2c3c(c(=O)oc2cc1C)CCCC3	101.5	12	100.3	0.0	7.8	2.0	3.0	0.0	-1.0	-1.0	99.0
Cc1c(C(=O)Nc2ccc(F)cc2)oc2ccc(S(=O)(=O)N3CC(C)CC(C)C3)cc12 (stereo not drawn)	67.0	29	87.0	-5.0	1.3	-5.0	0.1	-1.0	-12.0	-8.0	70.2
